CXCR6 inh = blocks human CXCR6 beta-arrestin recruitment | O00574 | CHO-K1 PathHunter CXCR6 beta-arrestin, luminescence | inhibition, % at 20 µM | hit rate 0.36% among 360,000 | AID 602244; in the data active = inhibition above about 34%, passing the limit was not always enough;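 also: antagonist mode with CXCL16 agonist at 10 nM final; 0% = 10 nM CXCL16 with DMSO and 100% = unstimulated wells without agonist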
APJ antagonist = APJ receptor antagonism | P35414 | CHO-K1 APJ beta-arrestin complementation, luminescence | inhibition, % at 20 µM | hit rate 0.32% among 330,000 | AID 2521;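 active = inhibition above about 40% at 20 µM, limit read from the data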;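 also: cells challenged with 10 nM apelin-13 agonist together with compound; plate controls were apelin-13 plus DMSO wells for no effect and DMSO wells lacking apelin-13 for full effect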
UBC13 inh = human UBC13 polyubiquitination inhibition. hit rate 0.47% among 330,000. UBC13 polyubiquitin chain formation, TR-FRET. inhibition, % at 20 µM. P61088; in the data active = inhibition above about 45%, passing the limit was not always enough
Target sequence (P61088 whole entry, looked up): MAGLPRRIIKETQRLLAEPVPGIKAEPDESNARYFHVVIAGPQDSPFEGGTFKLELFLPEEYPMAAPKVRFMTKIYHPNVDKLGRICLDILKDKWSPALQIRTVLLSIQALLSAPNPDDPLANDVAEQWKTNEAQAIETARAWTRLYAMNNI
CCR6 antagonist = blocks CCL20-driven beta-arrestin recruitment at human CCR6; CHO-K1 CCR6 PathHunter beta-arrestin, luminescence, CCL20-stimulated; inhibition, % at 20 µM; hit rate 0.49% among 340,000; AID 493098;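 active = compounds whose inhibition of the agonist-driven luminescence signal at 20 µM reaches about 50%, limit read from the data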;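 also: cells stimulated with CCL20 at 14 nM final; plate controls were DMSO with CCL20 for no effect and DMSO without agonist for full effect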
Target sequence (P51684 whole entry, looked up): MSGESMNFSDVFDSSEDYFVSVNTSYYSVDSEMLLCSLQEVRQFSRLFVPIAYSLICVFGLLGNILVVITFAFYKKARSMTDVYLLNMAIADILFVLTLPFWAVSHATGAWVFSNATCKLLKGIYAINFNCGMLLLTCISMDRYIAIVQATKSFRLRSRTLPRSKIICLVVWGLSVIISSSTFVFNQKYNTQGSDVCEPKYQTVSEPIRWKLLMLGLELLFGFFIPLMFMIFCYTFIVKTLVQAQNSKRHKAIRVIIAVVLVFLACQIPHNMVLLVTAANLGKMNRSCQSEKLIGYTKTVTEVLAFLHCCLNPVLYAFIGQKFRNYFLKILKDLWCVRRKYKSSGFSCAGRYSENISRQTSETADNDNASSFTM
EBI2 block = EBI2 (human) antagonism. inhibition, % at 5 µM. EBI2 beta-arrestin recruitment, luminescence, 7a,25-OHC stimulated. P32249. hit rate 0.81% among 360,000; in the data active = inhibition above about 38%;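 also: enzyme fragment complementation signal reports receptor beta-arrestin coupling in cells; 0% = agonist plus DMSO wells and 100% = wells without agonist; some results beyond the cut were filed as inactive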
Gli-Sufu antag = blocks Gli-Sufu signaling in a luciferase reporter. Sufu-KO-LIGHT fibroblasts, Gli luciferase reporter luminescence. inhibition, % at 5 µM. hit rate 0.74% among 340,000. AID 588413;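 active = inhibition above about 55%, limit read from the data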;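 also: 0% = DMSO-treated cells and 100% = wells with medium but no cells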
ATG4B inh = blocks human ATG4B protease cleavage of LC3 substrate. Q9Y4P1. ATG4B cleavage of LC3-PLA2, NBD-HPC fluorescence, 1 h. inhibition, % at 8.33 µM. hit rate 0.51% among 340,000; in the data active = inhibition above about 40%
Target sequence (Q9Y4P1 whole entry, looked up): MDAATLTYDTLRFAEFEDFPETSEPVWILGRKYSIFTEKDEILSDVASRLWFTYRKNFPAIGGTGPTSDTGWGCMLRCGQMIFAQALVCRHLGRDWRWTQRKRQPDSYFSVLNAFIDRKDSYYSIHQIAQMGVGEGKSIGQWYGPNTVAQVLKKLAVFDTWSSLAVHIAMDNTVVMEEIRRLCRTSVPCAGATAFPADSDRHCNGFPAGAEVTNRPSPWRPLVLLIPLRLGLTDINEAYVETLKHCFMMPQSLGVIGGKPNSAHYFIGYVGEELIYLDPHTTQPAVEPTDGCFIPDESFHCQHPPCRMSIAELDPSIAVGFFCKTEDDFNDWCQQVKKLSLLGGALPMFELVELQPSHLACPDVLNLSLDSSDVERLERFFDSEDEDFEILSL
APJ agonist = activates the human apelin receptor APJ | activation, % at 20 µM | hit rate 0.11% among 330,000 | CHO-K1 APJ PathHunter beta-arrestin, luminescence; 0% DMSO wells, 100% apelin | P35414;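 active = activation more than six SD over the plate average, tested at 20 µM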;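 also: 0% = DMSO alone and 100% = apelin-13 at 10 nM; some results filed as inactive read as strong as hits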
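Assay system – PathHunter CHO-K1 APJ (AGTRL-1) beta-arrestin reporter cells · Compound – one dose, 20 µM compound, 1% DMSO · Timing – compound 90 min 25 °C, reagent 1 h · Measured by – luminescence from split beta-galactosidase complementation, Galacton Star/Emerald II substrate · Measure – beta-arrestin recruitment to APJ as agonist activity, luminescent signal · Benchmarks – DMSO vs Apelin-13 10 nM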
Active calls of the source: *; . = no result given.

SMILES	CXCR6 inh	APJ antagonist	UBC13 inh	CCR6 antagonist	EBI2 block	Gli-Sufu antag	ATG4B inh	APJ agonist
CCOc1ccc(NC(=O)CN(C)C(=O)C2COc3ccccc3O2)cc1OCC (centres undefined)	1	2	-14	-2	1	0	-7	0
CCc1ccc2[nH]c(=O)c(CN(CCN(C)C)C(=S)NCc3ccco3)cc2c1	4	-14	13	12	-7	0	-8	-4
O=C(c1cccc(COCC(F)(F)C(F)F)c1)N1CCN(c2ccccc2)CC1	6	7	12	3	15	5	8	-4
CCn1c(=O)cc(OCC(=O)N2CCCC2)c2ccccc21	-2	12	13	-1	-9	6	2	-1
Cc1cccn2c(NCc3ccc4c(c3)OCO4)c(-c3ccc(O)cc3)nc12	-3	-3	22	10	11	2	-7	0
Oc1cc2ccccc2cc1-c1n[nH]c(=S)n1Cc1ccco1	5	6	11	7	8	-2	-10	-3
COc1ccc(COCC(O)CN2CC(C)OC(C)C2)cc1OC (centres undefined)	2	-19	-6	7	0	0	0	1
O=C(O)Cc1ccc(NC(=O)c2ccc3c(c2)C(=O)N(CC2CCCO2)C3=O)cc1 (centres undefined)	7	-6	-5	-4	-4	0	-4	2
O=C(Nc1ccccc1C(=O)O)c1cc(S(=O)(=O)Nc2cccc(F)c2)ccc1Cl	-1	16	-18	-11	0	-7	7	-2
O=C(CN(C(=O)CCC(=O)Nc1ccccn1)C1CCCC1)NCc1ccc(F)cc1	8	-1	8	0	-8	-7	0	-2
O=C(Cc1n[nH]c(=O)c2ccccc12)OCC(=O)c1ccccc1	6	28	7	0	-2	-9	1	-5
O=C(O)c1ccc(-c2noc(-c3ccccc3Cl)n2)cc1	-4	10	-11	4	-5	-64	5	-3
Cc1ccc(-c2nc(=S)c3c(n2CCN2CCOCC2)CC(C)(C)OC3)cc1	2	21	9	7	1	5	-6	-5
Cc1ccc(-c2nnn(CC(=O)N3CCCCC3)n2)cc1	5	-2	-7	5	0	16	1	-2
COCCCNC(=O)c1ccc(Cn2c(=O)c3ccccc3n(Cc3ccccc3C#N)c2=O)cc1	16	-3	3	-14	3	-5	-1	-4
CSc1ncc(Cl)c(C(=O)Nc2ccc(S(=O)(=O)N3CCOCC3)cc2)n1	11	26	-1	13	1	6	-4	-1
COc1ccccc1NC(=O)CCSc1nnc(-c2ccc(O)cc2)o1	6	-6	13	9	-4	-1	-4	-3
Cc1ccc2c(c1)nnn2C1CCN(S(=O)(=O)c2ccc(C(=O)O)cc2)CC1	5	-2	13	-8	-2	-1	1	-2
CC(c1ccco1)N(C(=O)CSc1ccc(Br)cc1)c1ccccn1 (centres undefined)	-2	10	5	12	17	5	-17	0
COc1ccc(C(C(=O)NC(C)(C)C)N(C(=O)CCC(=O)Nc2cc(C)on2)c2cc(C)cc(C)c2)cc1 (centres undefined)	-8	-3	4	10	7	-22	0	-1
Cc1ccc(C(=O)N/C(=C\c2ccccc2)C(=O)NCc2cccnc2)cc1	0	1	2	0	6	-6	-2	1
O=C(Nc1ccccc1)c1cccc(N2C(=O)C3C4CC(C(Br)C4Br)C3C2=O)c1 (centres undefined)	-5	-15	11	-4	4	-6	4	2
Cc1ccccc1C(=O)NC(=S)Nc1ccccc1C(F)(F)F	8	27	8	34	-1	-1	15	-4
N#CC1=C(SCC(=O)Nc2cccc3cccnc23)NC(=O)C(C#N)C12CCCCC2 (centres undefined)	-16	-17	-8	-6	-6	7	-9	-1
Cc1cccc(-n2ncc3c(N(CCO)CCO)ncnc32)c1	-9	3	7	8	-6	-44	-14	1

Profiles, quoted from the list. Order of values: CXCR6 inh, APJ antagonist, UBC13 inh, CCR6 antagonist, EBI2 block, Gli-Sufu antag, ATG4B inh, APJ agonist
O=C(Nc1ccccc1C(=O)O)c1cc(S(=O)(=O)Nc2cccc(F)c2)ccc1Cl is listed with -1, 16, -18, -11, 0, -7, 7, -2
Cc1ccc(-c2nnn(CC(=O)N3CCCCC3)n2)cc1 is listed with 5, -2, -7, 5, 0, 16, 1, -2

Returning to the listing, starting 6 compounds before the break.
SMILES	CXCR6 inh	APJ antagonist	UBC13 inh	CCR6 antagonist	EBI2 block	Gli-Sufu antag	ATG4B inh	APJ agonist
COc1ccc(C(C(=O)NC(C)(C)C)N(C(=O)CCC(=O)Nc2cc(C)on2)c2cc(C)cc(C)c2)cc1 (centres undefined)	-8	-3	4	10	7	-22	0	-1
Cc1ccc(C(=O)N/C(=C\c2ccccc2)C(=O)NCc2cccnc2)cc1	0	1	2	0	6	-6	-2	1
O=C(Nc1ccccc1)c1cccc(N2C(=O)C3C4CC(C(Br)C4Br)C3C2=O)c1 (centres undefined)	-5	-15	11	-4	4	-6	4	2
Cc1ccccc1C(=O)NC(=S)Nc1ccccc1C(F)(F)F	8	27	8	34	-1	-1	15	-4
N#CC1=C(SCC(=O)Nc2cccc3cccnc23)NC(=O)C(C#N)C12CCCCC2 (centres undefined)	-16	-17	-8	-6	-6	7	-9	-1
Cc1cccc(-n2ncc3c(N(CCO)CCO)ncnc32)c1	-9	3	7	8	-6	-44	-14	1
O=C(c1cc(-c2cccc(Cl)c2)on1)N1CCc2ccccc2C1	8	-17	-8	12	2	1	5	-4
CC1CCN(c2ccc3nnc(CCC(=O)NCC(C)c4ccccc4)n3n2)CC1 (centres undefined)	-8	24	-5	-11	-3	10	-2	2
Cc1cc(C)cc(NC(=O)COC(=O)CNC(=O)C2CCCCC2)c1	7	4	12	-3	-3	-3	-21	-1
CC(=O)N1CCN=C1SCc1cccc(F)c1	-1	-12	-6	6	-10	-23	3	-1
Cc1ccc(S(=O)(=O)N2CC(O)CC2C(=O)OCC(=O)c2ccccc2Cl)cc1C (centres undefined)	-2	-9	10	6	-1	-56	9	0
CCCCN(C(=O)CNC(=O)c1ccco1)C(C(=O)NC1CCCCC1)c1cccnc1 (centres undefined)	2	7	0	0	5	13	-7	-1
Cc1ccc(S(=O)(=O)N2CCCCC2)cc1C(=O)NC1CCCCC1	-12	10	0	15	6	-9	1	-2
Cc1cc(C)cc(NC(=O)C[n+]2ccccc2)c1	1	-2	-1	1	-12	5	-3	-5
CC(C)n1c(Nn2cnnc2)nc2ccccc21	-4	-7	-3	-13	-7	-4	-14	-1
CCN(C[C@H]1N[C@@](CC)(C(=O)OC)[C@H]2C(=O)N(C)C(=O)[C@@H]12)S(=O)(=O)c1ccc(OC(F)(F)F)cc1	-5	14	6	-6	-5	1	1	0
C=CCNC(=O)/C(C#N)=C/c1ccc(SC)cc1	-11	-25	-11	3	3	-2	8	-1
COc1cccc2cc(C(=O)NC(C)C3CCCO3)c(=O)oc12 (centres undefined)	1	11	-5	0	-11	0	2	-3
COC(=O)C1CCN(C(=O)COC(=O)C2CCN(S(=O)(=O)c3ccc(C)c(C)c3)CC2)CC1	4	11	1	7	1	0	-1	11
CCOC(=O)c1sc(NC(=O)C(CC)Sc2nnc3c4ccccc4n(C(C)C)c3n2)nc1C (centres undefined)	-1	.	.	4	-13	5	1	.
O=C(NC1CCCC1)c1cccc(Oc2ccccc2)c1	-6	12	8	15	-12	-18	-2	-1
CCC(C)NCC(O)(c1ccc(Cl)cc1)c1ccc(Cl)cc1 (centres undefined)	-1	11	5	36	-2	29	-6	-2
CN(C)C(=O)C[n+]1cccc(/C=N/O)c1	-6	-6	-18	-7	9	-6	-1	-2
CCCCCN(C(=O)NC(=O)Nn1cnnc1)S(C)(=O)=O	-1	7	-1	-12	0	0	3	3
CCOC(=O)Cc1csc(NC(=O)c2cnc3sc(C)cn3c2=O)n1	-3	23	-5	14	-1	-43	3	0
COCCn1c(SCc2ccc(C(=O)OC)o2)nc2cc(Cl)ccc2c1=O	4	-9	6	16	10	11	14	-1
CCOc1cc(S(=O)(=O)n2nc(C)cc2C)ccc1F	1	-10	-5	11	-4	1	-13	-2
CCOC(=O)c1c(NC(=S)Nc2ccccc2)sc2c1CCCCC2	6	29	0	14	8	-2	-3	-4
O=C(N/N=C/c1ccc(-c2ccc([N+](=O)[O-])cc2)o1)c1cccnc1	-6	4	-14	0	-3	-7	-5	7
COc1cc(OC)cc(C(=O)N/N=C2/SCC(=O)N2Cc2ccco2)c1	-2	3	-2	2	-4	6	-5	-2
CC(C)NC(=O)CSc1nc(N)c(NC(=O)c2ccccc2F)c(=O)[nH]1	-29	-4	5	0	-7	-4	-9	5

Arranged by value in EBI2 block (smallest number first): four from the list above.
canonical_smiles	EBI2 block
CCN(C[C@H]1N[C@@](CC)(C(=O)OC)[C@H]2C(=O)N(C)C(=O)[C@@H]12)S(=O)(=O)c1ccc(OC(F)(F)F)cc1	-5
Cc1cc(C)cc(NC(=O)COC(=O)CNC(=O)C2CCCCC2)c1	-3
CCC(C)NCC(O)(c1ccc(Cl)cc1)c1ccc(Cl)cc1 (centres undefined)	-2
CCCCCN(C(=O)NC(=O)Nn1cnnc1)S(C)(=O)=O	0

New compounds follow.
SMILES	CXCR6 inh	APJ antagonist	UBC13 inh	CCR6 antagonist	EBI2 block	Gli-Sufu antag	ATG4B inh	APJ agonist
Cc1ccccc1OCc1nnc(SC(C)C(=O)O)n1Cc1ccccc1 (centres undefined)	0	9	6	-9	0	-8	3	-2
CC(=O)c1sc(NC(=O)c2cccs2)nc1C	4	22	-1	6	-22	-16	-10	-4
COC(=O)c1cc(NC(=O)c2ccc([N+](=O)[O-])cc2)c(=O)oc1C	6	-39	-13	8	0	-1	-5	-1
CCCC(=O)Nc1ccc(NC(=O)C23CC4CC(CC(C4)C2)C3)cn1	6	9	-2	-1	-1	-15	-2	-1
COc1cc2c(cc1NC(=O)CSc1nccn1C)oc1ccccc12	-11	-8	-17	1	8	-15	-26	1
CCC(=O)Nc1ccc(-c2ccc(N3CCC(C)CC3)nn2)cc1	-1	-9	1	9	3	-52	-8	-2
Cc1cc(NC(=O)c2cccc(S(=O)(=O)N3CCCCCC3)c2)no1	0	10	-10	1	2	6	12	0
COC(=O)CSc1nnc(C)n1-c1ccc(C)cc1	-1	17	-1	2	-2	-1	-9	-7
O=C(N/N=C/c1c[nH]c2ccccc12)C1CC1c1ccccc1 (centres undefined)	-7	1	12	5	-3	6	-10	3
COc1ccccc1CNC(=O)CSc1cc(=O)n(C)c2ccccc12	1	-13	0	24	-2	5	-10	-3
C[C@H]1CN([C@@H](C)CO)C(=O)c2cc(NC(=O)NC3CCCCC3)ccc2O[C@H]1CN(C)C(=O)Nc1ccc(C(F)(F)F)cc1	-13	-4	6	6	-1	-8	62*	-1
COc1ccc(-n2nnnc2SCC(=O)Nc2nc3c(s2)CCCC3)cc1	-2	2	-4	4	0	2	-20	2
Cc1cc(=O)oc2c3c(cc(OCC(=O)NCC4CCC(C(=O)O)CC4)c12)OC(C)(C)CC3 (centres undefined)	1	1	15	5	4	1	-12	-3
COc1ccc(C(=O)OCC(=O)Nc2c(C)cccc2C)cc1	3	-4	-10	8	7	14	-1	-2
Cc1ccc2cc(C)c3nnc(SCC(=O)N4CCN(C(=O)c5ccco5)CC4)n3c2c1	7	-25	16	-2	-3	12	-17	-1

A portion from further up, for reference:
SMILES	CXCR6 inh	APJ antagonist	UBC13 inh	CCR6 antagonist	EBI2 block	Gli-Sufu antag	ATG4B inh	APJ agonist
COc1ccc(C(=O)OCC(=O)Nc2c(C)cccc2C)cc1	3	-4	-10	8	7	14	-1	-2
Cc1ccc2cc(C)c3nnc(SCC(=O)N4CCN(C(=O)c5ccco5)CC4)n3c2c1	7	-25	16	-2	-3	12	-17	-1
